Screening results: PubChem BioAssay, NCI
sgs1 mgt1 – NCI yeast anticancer drug screen, S. cerevisiae sgs1 mgt1 strain. AID 161. 10% of 78,000 active. % growth inhibition at 50 µM;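 also: 0% = growth of vehicle-only cultures of the same strain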
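This yeast growth screen uses a strain with defined DNA-repair lesions; compound-treated growth is compared with vehicle-treated growth.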
cln2 rad14 – NCI yeast anticancer drug screen, S. cerevisiae cln2 rad14 strain; 8.3% of 78,000 active; growth inhibition, % at 50 µM; AID 165;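 also: 0% = growth of vehicle-only cultures of the same strain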
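Strain: cln2 rad14 yeast, altered in cell cycle control and DNA damage repair. Read-out: growth inhibition vs vehicle.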
rad50 – NCI yeast anticancer drug screen, S. cerevisiae rad50 strain; % growth inhibition at 50 µM; 10% of 79,000 active;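 also: 0% = growth of vehicle-only cultures of the same strain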
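Cells are treated with compound, grown, and their growth is then scored against vehicle-only cultures of the same repair-deficient yeast strain.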
mlh1 rad18 – NCI yeast anticancer drug screen, S. cerevisiae mlh1 rad18 strain. % growth inhibition at 50 µM. 11% of 79,000 active. AID 175;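 also: 0% = growth of vehicle-only cultures of the same strain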
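Test agents were incubated with a yeast strain of defined genotype (DNA damage repair defect). Inhibition of growth was derived by comparison with vehicle-exposed cultures.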
bub3 – NCI yeast anticancer drug screen, S. cerevisiae bub3 mutant strain; growth inhibition, % at 50 µM; 9.9% of 78,000 active;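 also: 0% = growth of vehicle-only cultures of the same strain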
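Readout: yeast growth inhibition, expressed relative to vehicle-only wells. The test organism is a mutant strain from a panel with lesions in DNA repair or checkpoint genes.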
yeast mec2-1 – NCI yeast anticancer drug screen, S. cerevisiae mec2-1 strain. % growth inhibition at 50 µM. 9% of 79,000 active;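 also: 0% = growth of vehicle-only cultures of the same strain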
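Using mec2-1 yeast: add compound, measure growth, express inhibition versus vehicle-treated cultures.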
* marks the source's active call; other numbers are inactive results; & = joins results of further samples. Rule as the data show it: active = growth inhibition above about 70%; inactive = the rest.

SMILES	sgs1 mgt1	cln2 rad14	rad50	mlh1 rad18	bub3	yeast mec2-1
CN(CN(C)N=Nc1ccc(Cl)cc1)CN(C)N=Nc1ccc(Cl)cc1	5	20	-3	10	-1	-2
COc1nc(OC)c2[nH]cnc2n1	13	-39	18	15	-1	15
O=C(NCCCCCCCCCCNC(=O)C12CC3CC(CC(C3)C1)C2)C12CC3CC(CC(C3)C1)C2	2	15	-2	-14	-2	-5
CCC(C)NCC/C(=C\[Si](C)(C)C)c1ccccc1 (stereo not drawn)	-11	12	3	8	0	-12
CC1(CC2(c3ccccc3)NC(=O)NC2=O)NC(=O)NC1=O (stereo not drawn)	1	11	-1	6	12	-20
COC(=O)C1CC(=O)CCC1c1ccccc1 (stereo not drawn)	-16	-6	2	-17	-8	-7
O=[N+]([O-])c1ccc(N=NC(=S)NNc2ccccc2)cc1	40	-3	39	24	20	1
CC1=C(C)CP(=O)(c2ccccc2)C1	-1	-9	17	-35	-4	-5
Clc1ccc(-c2nc(-c3cc4cc(Cl)ccc4o3)cs2)cc1	8	14	-7	9	16	-24
CN(C)c1ccc(C2C=C(c3ccccc3)Oc3ccccc32)cc1 (stereo not drawn)	97*	96*	97*	97*	96*	97*
CC(=C\C=N\N(C)c1ccccc1)/C=C1\Cc2ccccc2C1=O	-19	14	-9	-10	-3	2
CC(C(=O)O)c1ccc(-c2ccccc2)cc1 (stereo not drawn)	-2	-12	11	7	1	13
CC(C(=O)OCc1ccccc1)(c1ccco1)N1C(=O)OC(c2ccccc2)C1c1ccccc1 (stereo not drawn)	5	-4	-4	-23	-17	-4
O=P(CP(c1ccccc1)c1ccccc1)(c1ccccc1)c1ccccc1	18	-28	11	33	35	30
Cc1cccc2c(CC(=O)O)cccc12	53	72*	79*	79*	75*	78*
CCCCC/C(C)=N\O	3	-14	-19	13	-7	4
NNC(=O)Nc1ccccc1	0	-14	4	-3	-2	6
C1CSCCCSCCSCCCSC1	4	5	-15	4	0	-9
C[N+](C)(C)CCOP(=O)([O-])OCCNC(=O)c1ccc2ccccc2c1	10	5	22	21	3	3
CC1(C)OCC(C2CCC3(C)C4=CCC5C(C)(C)C(O)CCC5(C)C4CCC23C)CC(O)C1O (stereo not drawn)	72*	76*	60	32	65	57
O=c1[nH]c2cc(Cl)ccc2nc1/C=C(\O)c1ccc(N2CCN(c3ccc(/C(O)=C/c4nc5ccc(Cl)cc5[nH]c4=O)cc3)CC2)cc1	94*	91*	96*	94*	94*	96*
O=C(O)c1cc(=O)c2cccc(O)c2[nH]1	0	2	-8	-21	-30	-40
Ic1cccnc1	-26	-12	12	1	-11	-7
COCCc1nnn(C)n1	-17	11	-2	-9	8	-12
CCCCCCCCCCCCCCCCc1c(C)ncn(C)c1=O	5	-8	-14	-49	-9	2
CCCC(O)C(C)(C)[N+](=O)[O-] (stereo not drawn)	13	-3	61	10	8	5
C=C(C)C(O)CCCO[Si](c1ccccc1)(c1ccccc1)C(C)(C)C (stereo not drawn)	31	49	20	20	-6	28
COc1ccc([N+](=O)[O-])c2ncncc12	1	7	-14	21	-11	-12
Cc1c(NC(=O)CCCl)c(=O)oc2c(C)c3occc(=O)c3cc12	-1	-54	-10	4	-24	-2
c1ccc(-c2nc3cccnc3s2)cc1	14	6	73*	-4	-3	10
C/C(=N\NC(N)=S)c1sc(-n2nc(-c3ccccc3)cc2-c2ccccc2)nc1C	12	0	5	16	27	-18
CCN(CCOC(=O)Nc1ccc(Cl)cc1)C(=O)Nc1ccc(Cl)cc1	16	3	-2	-18	-9	-37
CC(=O)c1c(C)nc(SSc2nc(C)c(C(C)=O)c(-c3ccc(Cl)cc3)c2C#N)c(C#N)c1-c1ccc(Cl)cc1	-16	6	-31	-2	-26	-8
COP(C)(=O)C(Cc1c[nH]c2ccccc12)NC(=O)OCc1ccccc1 (stereo not drawn)	4	20	12	-50	1	-5
O=C1c2ccccc2-c2oc(=O)c3ccccc3c21	-6	-17	-20	-16	2	-2
CCCCOB(OCCCC)Oc1c(C(C)(C)C)cccc1C(C)(C)C	-5	10	3	4	-6	-5
CCc1nc(-c2ccccc2)nc2c1nc(C(C)C)n2Nc1ccccc1	9	-1	-6	10	4	-4
Cc1cc(Br)cc(C)c1NC(=O)C(=O)C1C(=O)C(CC2C(=O)c3ccccc3C2=O)C(=O)CC1(C)C (stereo not drawn)	1	-6	36	16	4	23
O=C1c2ccccc2CCC12OC2c1ccccn1 (stereo not drawn)	55	-6	68	84*	90*	78*
O=C1CSC(=S)N1Nc1ccccc1	22	3	2	-10	-16	-22
CN(C)CCCSc1c2ccccc2nc2cc(NCC(=O)Nc3ccccc3-c3ccccc3NC(=O)CNc3ccc4c(SCCCN(C)C)c5ccccc5nc4c3)ccc12	93*	78*	91*	91*	92*	93*
CCCCCCCCCC1CCC(C(=O)O)CC1 (stereo not drawn)	7	-17	-27	-38	-22	-4
COC(=O)C(N)CO (stereo not drawn)	-40	4	-40	-26	-35	-27
O=C(CNC(=O)OCc1ccccc1)NNc1ccccc1Cl	97*	99*	99*	99*	99*	99*
O=[N+]([O-])c1ccc(C2=Nc3ccccc3N=C(c3ccccc3O)C2)cc1	22	-23	-4	-2	0	3
CSc1ccc(NC(=O)c2ccc(Cl)cc2)cc1	-6	-23	-14	-3	5	-6
O=C1OC(OCC#CCOC2OC(=O)C(Cl)=C2Cl)C(Cl)=C1Cl (stereo not drawn)	99*	98*	99*	99*	98*	100*
CCC(C)OC(=S)S.[Cu+2] (stereo not drawn)	-1	-5	-24	-45	-77	19
Nc1cccnc1NCC(O)c1ccccc1 (stereo not drawn)	-9	-13	2	11	-12	-14
CC(C)CCC[C@@H](C)[C@H]1CC[C@@]2(C)C3=C(C(=O)C[C@]12C)[C@@]1(C)CC[C@H](O)C(C)(C)[C@@H]1CC3=O	17	-41	8	10	6	-17
Next section.
SMILES	sgs1 mgt1	cln2 rad14	rad50	mlh1 rad18	bub3	yeast mec2-1
[O-][n+]1ccc(Br)c(/C=C/c2ccccc2)c1	20	2	24	56	25	18
COc1cc2c(c(OC)c1OC)-c1ccc(SC)c(=O)cc1C(NC=O)CC2 (stereo not drawn)	-2	-8	-11	9	-4	9
COC(=O)C(CC(C)C)NC(=O)C(Cc1ccccc1)NC(=O)C(CO)NC(=O)OCc1ccccc1 (stereo not drawn)	13	13	22	12	1	-4
Cc1ccc(S(=O)(=O)CC(=O)CC(=O)C(=O)Nc2ccc(Cl)cc2Cl)cc1	-12	-16	10	21	1	3
O=C(N/N=C/c1ccc(Cl)cc1)c1ccccc1NC(=O)C1CC1	28	-24	-4	33	12	-14
NC(=S)N/N=C/c1ccccc1O	-15&5	-111&-9	-11&2	-5&3	2&-8	-18&-5
COc1ccc(OC)c2c1C=CC(Br)=CC2	45	15	55	39	41	27
NC(=O)NN1CC(=O)N(c2ccccc2)CC1=O	7	-18	8	29	14	8
Nc1nc(-c2cc(-c3cccs3)nc(N)n2)cc(-c2cccs2)n1	-31	-2	-12	-14	-22	-15
O=C1C(Cl)N(c2ccccc2Cl)C1c1c[nH]c2ccccc12 (stereo not drawn)	-22	-13	-36	-43	-9	-27
Cc1cccnc1NC(=S)Nc1ccccc1Cl	93*	86*	90*	90*	92*	91*
O=C(NC(=O)C(F)(F)F)Nc1cccc(F)c1	-5	-22	-3	-7	4	1
Cc1c(C(=O)C/C(=N/NC(=O)C[n+]2ccccc2)C(=O)Nc2ccccc2)[n+](=O)c2ccccc2n1O	-41	-1	-38	-31	-15	0
C=C1C(=O)OC2C1CCC(=C)C1CC(O)C(=C)C12 (stereo not drawn)	94*	92*	92*	31	93*	94*
COc1ccc(C2c3cc4c(cc3C(O)C3CCC(=O)N23)OCO4)cc1 (stereo not drawn)	-17	-1	-32	-15	-7	3
Cc1cccc(Cl)c1NC(=S)Nc1cccc(C(F)(F)F)c1	92*	88*	89*	86*	90*	89*
O=C(O)CSc1nccc(=O)[nH]1	9	3	2	-1	-18	0
CCOC(=O)C1=NC(c2ccccc2)(c2ccccc2)OC1=C(Cl)Cl	0	20	1	-10	-11	-16
C[C@@H]1C[C@H]2OC(=O)[C@@]3(C)CCC[C@@](C)([C@@H]23)[C@@]1(O)CCc1ccoc1	9	22	-3	-45	13	-5
O=C(Nc1ccc(Cl)c(Cl)c1)Oc1ccc2ccccc2c1	34	0	13	61	4	25

Results in rad50 and sgs1 mgt1, for some of the entries so far:
SMILES | rad50 | sgs1 mgt1
CCOC(=O)C1=NC(c2ccccc2)(c2ccccc2)OC1=C(Cl)Cl | 1 | 0
Cc1c(C(=O)C/C(=N/NC(=O)C[n+]2ccccc2)C(=O)Nc2ccccc2)[n+](=O)c2ccccc2n1O | -38 | -41

(continued)
SMILES	sgs1 mgt1	cln2 rad14	rad50	mlh1 rad18	bub3	yeast mec2-1
CC1OC(Oc2c(-c3ccc(O)c(O)c3O)oc3cc(O)ccc3c2=O)C(O)C(O)C1O (stereo not drawn)	18	3	14	28	-13	10
C1=CC2c3ccccc3C1c1ccccc12	3	3	1	-3	24	9
Clc1cc(Cl)c(NN=C(c2ccccc2)c2ccccc2)c(Cl)c1	100*	99*	99*	100*	58	99*
CCn1c2ccccc2c2ccc(N=Cc3ccc4ccccc4c3)cc21	-7	-14	6	1	14	-2
CN(C=C(c1ccccc1)c1ccccc1)c1ccccc1	2	-22	-16	-33	-13	-8
COc1c(O)c(/C=C/C(=O)NN)cc2ccoc12	-25	-16	-5	-24	16	-10

Shown with values under each structure: part of the list above
Sequence of screens – sgs1 mgt1, cln2 rad14, rad50, mlh1 rad18, bub3, yeast mec2-1
- NC(=O)NN1CC(=O)N(c2ccccc2)CC1=O
 : 7, -18, 8, 29, 14, 8
- Nc1nc(-c2cc(-c3cccs3)nc(N)n2)cc(-c2cccs2)n1
 : -31, -2, -12, -14, -22, -15
- O=C1C(Cl)N(c2ccccc2Cl)C1c1c[nH]c2ccccc12 (stereo not drawn)
 : -22, -13, -36, -43, -9, -27
- Cc1cccnc1NC(=S)Nc1ccccc1Cl
 : 93*, 86*, 90*, 90*, 92*, 91*
- O=C(NC(=O)C(F)(F)F)Nc1cccc(F)c1
 : -5, -22, -3, -7, 4, 1
- Cc1c(C(=O)C/C(=N/NC(=O)C[n+]2ccccc2)C(=O)Nc2ccccc2)[n+](=O)c2ccccc2n1O
 : -41, -1, -38, -31, -15, 0
- C=C1C(=O)OC2C1CCC(=C)C1CC(O)C(=C)C12 (stereo not drawn)
 : 94*, 92*, 92*, 31, 93*, 94*
- COc1ccc(C2c3cc4c(cc3C(O)C3CCC(=O)N23)OCO4)cc1 (stereo not drawn)
 : -17, -1, -32, -15, -7, 3
- Cc1cccc(Cl)c1NC(=S)Nc1cccc(C(F)(F)F)c1
 : 92*, 88*, 89*, 86*, 90*, 89*
- O=C(O)CSc1nccc(=O)[nH]1
 : 9, 3, 2, -1, -18, 0
- CCOC(=O)C1=NC(c2ccccc2)(c2ccccc2)OC1=C(Cl)Cl
 : 0, 20, 1, -10, -11, -16
- C[C@@H]1C[C@H]2OC(=O)[C@@]3(C)CCC[C@@](C)([C@@H]23)[C@@]1(O)CCc1ccoc1
 : 9, 22, -3, -45, 13, -5
- O=C(Nc1ccc(Cl)c(Cl)c1)Oc1ccc2ccccc2c1
 : 34, 0, 13, 61, 4, 25
- CC1OC(Oc2c(-c3ccc(O)c(O)c3O)oc3cc(O)ccc3c2=O)C(O)C(O)C1O (stereo not drawn)
 : 18, 3, 14, 28, -13, 10
- C1=CC2c3ccccc3C1c1ccccc12
 : 3, 3, 1, -3, 24, 9
- Clc1cc(Cl)c(NN=C(c2ccccc2)c2ccccc2)c(Cl)c1
 : 100*, 99*, 99*, 100*, 58, 99*
- CCn1c2ccccc2c2ccc(N=Cc3ccc4ccccc4c3)cc21
 : -7, -14, 6, 1, 14, -2
- CN(C=C(c1ccccc1)c1ccccc1)c1ccccc1
 : 2, -22, -16, -33, -13, -8
- COc1c(O)c(/C=C/C(=O)NN)cc2ccoc12
 : -25, -16, -5, -24, 16, -10
